# High-throughput results as filed in PubChem.
# MEX-5 binding = MEX-5 zinc finger RNA-binding disruptors – biochemical, C. elegans, fluorescence polarization, MLPCN library, primary screen; Zinc finger protein mex-5 (Caenorhabditis elegans), Q9XUB2; MEX-5/FITC-TCR2 RNA binding; active compounds read low; activity score (negative = inhibition of binding), % at 10 µM; actives 0.38% (n = 300,000); AID 1832, 2009;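 active = inhibition past about -25% in most replicates, and total fluorescence under double the plate's negative control median, limit read from the data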;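 note: 0% = DMSO and -100% = 5 µM competing unlabeled TCR2 RNA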
# Target sequence (Q9XUB2 whole entry, looked up): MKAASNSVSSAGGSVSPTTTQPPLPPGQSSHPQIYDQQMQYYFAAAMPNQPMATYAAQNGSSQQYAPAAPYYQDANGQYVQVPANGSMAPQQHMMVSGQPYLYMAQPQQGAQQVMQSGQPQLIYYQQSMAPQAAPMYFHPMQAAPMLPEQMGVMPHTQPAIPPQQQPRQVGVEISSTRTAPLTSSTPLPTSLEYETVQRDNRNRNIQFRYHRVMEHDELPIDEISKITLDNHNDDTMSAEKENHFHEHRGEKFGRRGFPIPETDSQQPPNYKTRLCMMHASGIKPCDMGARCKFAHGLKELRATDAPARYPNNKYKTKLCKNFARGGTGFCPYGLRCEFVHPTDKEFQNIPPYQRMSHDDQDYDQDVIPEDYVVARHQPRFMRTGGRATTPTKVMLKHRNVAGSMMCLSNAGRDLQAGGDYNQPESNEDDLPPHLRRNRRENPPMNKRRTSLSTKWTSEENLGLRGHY
# BCLXL inh = inhibitors of human Bcl-xL, primary screen, biochemical, fluorescence polarization, HTS | Bcl-2-like protein 1 (Homo sapiens), Q07817 | GST-Bcl-xL / FITC-Bim BH3 peptide fluorescence polarization | inhibition, % at 10.9 µM | actives 0.7% (n = 320,000);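 active = inhibition above the mean of all tested compounds plus 3 SD, cutoff set per campaign, cut at about 30% in these data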;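 note: 0% = DMSO wells and 100% = unlabeled Bim-BH3 peptide competitor; inhibitors lower millipolarization by displacing the labeled peptide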
# Target sequence (Q07817 whole entry, looked up): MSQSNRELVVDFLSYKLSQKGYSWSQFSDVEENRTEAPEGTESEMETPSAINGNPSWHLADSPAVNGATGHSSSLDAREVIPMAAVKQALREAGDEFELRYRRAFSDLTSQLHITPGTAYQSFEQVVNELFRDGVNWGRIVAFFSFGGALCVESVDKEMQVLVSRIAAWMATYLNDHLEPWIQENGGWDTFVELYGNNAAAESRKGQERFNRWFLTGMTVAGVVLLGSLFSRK
# EBNA-1 inhibitor = EBNA-1 DNA-binding inhibitors, primary screen, biochemical, fluorescence polarization | inhibition, % at 14.8 µM | actives 0.34% (n = 300,000); in the data active = inhibition above about 28%
# GLD-1 TGE inh = GLD-1/TGE RNA complex disruptors, primary screen, biochemical, fluorescence polarization; purified GLD-1 + fluorescein TGE RNA; inhibition, % at 5.96 µM; actives 0.44% (n = 320,000); AID 2280, 2010;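 active = percent inhibition above a per-plate cutoff, the plate mean of test compounds plus 3 SD, cut at about 30% in these data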;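 note: 0% = DMSO wells with GLD-1 and probe and 100% = wells lacking GLD-1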
# Yeast superoxide = reduction of superoxide in aged yeast, primary screen, HTS. actives 0.18% (n = 330,000). superoxide response (% of plate mean), % at 10 µM. S. cerevisiae aged cells, superoxide DHE fluorescence; active compounds read low. AID 2690, 2010;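 active = superoxide response under a set limit, about three screen SD below normal, cut at about 65% in these data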;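 note: yeast aged for seven days with compound at 30 °C before DHE staining; 100% = average MFI of all compound-treated wells on the plate with controls excluded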
# ZTA DNA inh = ZTA (EBV) inhibition in EBNA-1 counter-screen; actives 0.15% (n = 320,000); inhibition, % at 11 µM; ZTA-DNA binding, fluorescence polarization; P03206; in the data active = inhibition above about 33%
# Fam108B inh = mouse Fam108B serine hydrolase inhibitors, primary screen, counter-screen for RBBP9 inhibitor project, biochemical, fluorescence polarization. actives 0.33% (n = 300,000). inhibition, % at 9.51 µM. recombinant Fam108B, FP-Rh probe fluorescence polarization;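 active = inhibition above the screen mean inhibition plus 3 SD, computed separately per campaign, cut at about 18% in these data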;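 note: inhibitors lower polarization as less probe binds the enzyme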
# MCL1-BIM inh = inhibitors of MCL1 binding to BIM-BH3, primary screen, biochemical, fluorescence polarization | actives 0.68% (n = 320,000) | inhibition, % at 10.9 µM | GST-MCL1 / FITC-Bim-BH3 fluorescence polarization | AID 2057, 2009 | Induced myeloid leukemia cell differentiation protein Mcl-1 (Homo sapiens), Q07820;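 active = inhibition above the mean inhibition of all tested compounds plus 3 SD, set per campaign, cut at about 40% in these data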;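 note: 0% = DMSO wells and 100% = unlabeled Bim-BH3 peptide control; higher means more loss of mP so more displacement of Bim peptide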
# Target sequence (Q07820 whole entry, looked up): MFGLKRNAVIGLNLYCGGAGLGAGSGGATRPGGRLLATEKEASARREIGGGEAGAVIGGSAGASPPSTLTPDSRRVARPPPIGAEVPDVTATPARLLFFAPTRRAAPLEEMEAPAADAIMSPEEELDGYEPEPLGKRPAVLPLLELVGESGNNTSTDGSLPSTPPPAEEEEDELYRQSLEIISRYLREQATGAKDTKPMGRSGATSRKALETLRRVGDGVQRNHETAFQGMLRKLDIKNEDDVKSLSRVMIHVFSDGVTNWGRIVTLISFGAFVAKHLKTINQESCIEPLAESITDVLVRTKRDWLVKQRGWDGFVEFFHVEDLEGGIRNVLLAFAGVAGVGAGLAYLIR
# Efflux pump inh = inhibitors of Candida efflux pumps in yeast, primary screen, S. cerevisiae, Nile Red, multiplex; actives 0.44% (n = 330,000); S. cerevisiae Candida pump triplex; inhibition, % at 10 µM;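 active = plate passing quality check with inhibition over a set limit, or well fluorescence over plate mean plus 4 SD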;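 note: Nile Red retained in pooled yeast measured as flow cytometry median fluorescence; 0% = buffer negative control and 100% = Enniatin B positive control; higher means more Nile Red kept so more efflux inhibition; some compounds called inactive have numbers as strong as hits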
# An asterisk follows results filed as active; / = not tested or not shown.
Molecule	MEX-5 binding	BCLXL inh	EBNA-1 inhibitor	GLD-1 TGE inh	Yeast superoxide	ZTA DNA inh	Fam108B inh	MCL1-BIM inh	Efflux pump inh
CCCNC(=O)C(Cc1ccc(C(F)(F)F)cc1)NC(=O)c1ccc2ccccc2n1 (centres undefined)	/	2	/	6	111	7	/	4	-0.3
Cc1nn(C(C)C(=O)N2CCOCC2)c(=O)c2nn(-c3ccccc3)c(C)c12 (centres undefined)	-35*	2	5	2	122	8	3	2	0.0
CCCCCc1c(C)c(C#N)c2nc3ccccc3n2c1-n1ccnc1C	1.8	3	16	-2	94	-13	1	-2	0.0
Nc1nc(SCc2c(F)cccc2Cl)[nH]c(=O)c1-c1ccccc1	-0.7	0	23	2	112	8	-2	6	-0.1
COc1ccc(Cl)cc1C(=O)Nc1ccc(N(C)C(C)=O)cc1	-0.5	8	6	-6	102	-10	2	1	-0.2
CN(C)C(=S)Nc1ccc2ccccc2c1	0.2	3	-1	1	106	7	-5	11	0.2
O=S(=O)(NC1CCCC1)c1ccc(S(=O)(=O)N2CCc3ccccc32)cc1	/	0	-6	9	87	-3	0	-3	0.0
Cc1ccc(S(=O)(=O)N(C)C)cc1-n1c(SCC(=O)Nc2ccc(F)c(F)c2F)nc2ccccc2c1=O	1.6	3	13	6	111	1	-7	2	0.4
Cn1c(=O)[nH]c(=O)c2c1nc1n2CC(O)CN1c1ccccc1 (centres undefined)	1.3	-8	-18	0	97	-7	-5	-9	0.3
CCN(c1ccc(NC(=O)COC(=O)/C=C/c2cccs2)cc1)C(C)C	0.0	2	-7	4	97	-4	3	-6	0.3
COc1ccc(C(C[N+](=O)[O-])c2c(C)[nH]c3ccccc23)cc1OC (centres undefined)	2.1	-2	-2	6	138	19	-4	3	0.7
CC(=O)Nc1ccc(Oc2cc(C#N)c(C#N)cc2N2CCCCCC2)cc1	/	4	4	-3	98	0	-2	-2	0.3

Molecule	MEX-5 binding	BCLXL inh	EBNA-1 inhibitor	GLD-1 TGE inh	Yeast superoxide	ZTA DNA inh	Fam108B inh	MCL1-BIM inh	Efflux pump inh
Cc1sc2nc(SCCN(C)C)n(-c3ccccc3)c(=O)c2c1-c1ccc(F)cc1	0.8	2	-6	-1	90	1	1	-2	0.1
COc1cccc(C(=O)Nc2ccc3c(c2)OCO3)c1OC	1.6	-2	3	5	97	5	2	-4	-0.1
Cc1ccc(Cl)cc1NC(=O)c1ccc(NC(=O)CCC(=O)O)cc1	0.3	0	-7	3	100	-15	11	2	-0.4
Cc1cccc(N(CC(=O)N2CCCC2)S(C)(=O)=O)c1	0.9	4	-9	4	95	-14	2	2	0.0
CCOC(=O)CC1=NN(c2ccccc2)C(=O)/C1=C\c1ccc(N(C)C)cc1	-0.7	-4	-2	0	85	3	3	-9	0.0
O=C(C1CC1)N1CCCC(c2ccc(Cl)cc2)=N1	-1.0	1	-27	3	90	-4	4	-3	0.2
CCOC(=O)CN(Cc1ccccc1)C(=O)OC(C)(C)C	-0.4	6	8	-6	92	15	2	3	-0.1
COc1cccc(C2C(C(=O)Nc3nc4ccccc4s3)=C(C)NC3=C2C(=O)CC(C)(C)C3)c1OC (centres undefined)	-1.5	4	-3	0	95	-18	-60	0	0.2
CCOC(=O)C1CCN(C(=O)c2cccc(NC(=O)C(CC)CC)c2)CC1	-2.5	-1	-1	-1	104	-4	2	-2	0.0
Cc1ccc(NC(=O)CN2C(=O)NC3(CCCCCCC3)C2=O)cc1C	/	-3	/	1	119	-2	/	-4	0.1
CC1CCN(Cc2nc3c(c(=O)n(C)c(=O)n3C)n2CCCc2ccccc2)CC1	0.7	5	2	-11	113	-11	0	2	0.0
O=C(Nc1cccc(NC(=O)c2cccs2)c1)c1cccnc1	-0.1	3	0	-2	85	3	-3	0	-0.3

Molecule	MEX-5 binding	BCLXL inh	EBNA-1 inhibitor	GLD-1 TGE inh	Yeast superoxide	ZTA DNA inh	Fam108B inh	MCL1-BIM inh	Efflux pump inh
Cn1c(SCc2cccc(F)c2)nnc1-c1ccncc1	1.0	4	3	-2	87	1	5	-2	-0.1
COc1ccc(Cl)cc1NC(=O)CN(C)C(=O)c1cc(-c2ccncc2)nc2ccccc12	0.5	-6	-10	-2	102	-3	-1	-8	-0.1
COc1ccc(C(=O)NCc2csc(-c3cccs3)n2)cc1	/	4	-7	5	66	6	-2	-1	0.0
CCOc1ccc(-n2c(C)nc3cc(C(=O)NCCCN4CCOCC4)ccc32)cc1	-1.2	1	-10	-2	101	0	-5	-2	0.0
Cc1csc(NC(=O)CSc2nccn2Cc2ccco2)n1	-2.1	-2	4	4	103	-1	0	-2	0.1
Cc1cc(O)cc(=O)n1Cc1ccco1	2.5	0	1	1	102	2	3	2	0.1
CC(C)(C)OC(=O)NCCCCCc1nnc(SCC(N)=O)o1	2.5	0	-15	2	92	-5	-6	4	0.0
COc1ccc(CCn2c(-n3nc(C)cc3C)nc3c2c(=O)[nH]c(=O)n3C)cc1	-0.1	8	1	-4	101	18	4	1	-0.1
Cc1ccc(C(=O)NCc2ccc(N3CCN(C)CC3)cc2)cc1C	-0.5	3	-2	-9	94	6	-5	11	0.1
O=C(c1ccc(F)cc1)C(CCCCCC(CN1CCOCC1)C(=O)c1ccc(F)cc1)CN1CCOCC1 (centres undefined)	-0.1	8	-7	0	106	-13	5	9	0.5
CC1Cc2ccccc2N1C(=O)c1ccc(Br)o1 (centres undefined)	2.1	2	3	4	108	1	0	6	0.1
Cc1nc(C)c(C(=O)NCc2ccc(Cl)cc2)o1	0.8	-5	1	7	87	-13	4	4	-0.2

Molecule	MEX-5 binding	BCLXL inh	EBNA-1 inhibitor	GLD-1 TGE inh	Yeast superoxide	ZTA DNA inh	Fam108B inh	MCL1-BIM inh	Efflux pump inh
COCC(=O)Nc1c(C(=O)Nc2cccc(OC)c2)oc2ccccc12	0.6	6	2	4	97	1	-3	3	0.1
Cc1cc(C)cc(NC(=O)CSc2n[nH]c(-c3cccnc3)n2)c1	-2.9	7	5	4	97	12	-2	7	-0.1
Cn1cnc([N+](=O)[O-])c1SCC(O)CCl (centres undefined)	-0.8	4	-9	4	109	3	-1	5	-0.1
CCn1c(=O)cc(SCC(=O)NCCCN2CCN(c3ccccc3F)CC2)c2ccccc21	0.3	4	0	5	94	13	-1	6	0.1
CN(c1ncc(C(F)(F)F)cc1Cl)N1C(=O)c2cccc([N+](=O)[O-])c2C1=O	3.9	5	-11	8	82	5	1	-2	0.0
Cc1ccc(C(=O)N2CCN(c3ccc(NC(=O)COc4ccccc4C)cc3)CC2)cc1	-2.8	11	5	2	115	-9	-2	12	0.0
Cc1ccc(/C(N)=N/OC(=O)CCC2CCCC2)cc1	-3.4	2	-1	2	129	7	1	-2	0.3
O=C(Cn1nnc2ccccc21)N1CCCCC1	0.2	4	-5	6	103	-13	-2	1	-0.1
O=C(CSc1ccc(-c2cccc([N+](=O)[O-])c2)nn1)N1CCCCC1	-1.9	8	-6	1	106	7	-2	8	0.0
Cc1cc(=O)n2c(n1)OC(CO)C2 (centres undefined)	-2.1	7	8	3	113	9	2	7	0.0
COC(=O)c1ccc(NC(=O)c2ccc(CN3CCOCC3)cc2)cc1	0.6	-2	-7	-2	123	1	-1	0	0.0
CCC(C)(C)n1nnnc1C(c1ccccc1F)N1CCN(C(=O)c2ccco2)CC1 (centres undefined)	-0.2	3	-4	-2	96	0	-2	0	-0.4

Molecule	MEX-5 binding	BCLXL inh	EBNA-1 inhibitor	GLD-1 TGE inh	Yeast superoxide	ZTA DNA inh	Fam108B inh	MCL1-BIM inh	Efflux pump inh
CCN(CC(=O)Nc1ccc(NC(C)=O)cc1)C(=O)CCCc1nc2ccccc2c(=O)[nH]1	-0.5	4	1	1	95	7	0	-1	0.1
Cc1cc(C)c(C(=O)NCCCN2CCOCC2)c(C)c1	0.9	-1	-4	-4	121	-1	-4	-14	0.2
C[C@]12CCC(=O)CC1CCC1C2CC[C@@]2(C)C1CC[C@@]21CCO1 (some centres undefined)	-0.4	27	-12	-4	82	3	-4	10	0.1
COc1ccccc1CNC(=O)c1cc(=O)c2ccccc2o1	1.9	-9	4	-2	112	-4	-7	-13	-0.3
COCCn1nnnc1CN1CCN(C(=O)c2ccco2)CC1	2.6	2	10	-1	104	-3	2	4	0.0
CC(=O)N1c2ccc(S(=O)(=O)NCCC(=O)Nc3ncccc3C)cc2CC1C (centres undefined)	1.1	4	5	-5	124	-1	5	3	-0.1
O=C(NCCN1CCOCC1)/C(=C\c1ccccc1F)NC(=O)c1ccccc1	1.3	-2	0	-5	98	11	2	-1	-0.1
CCCC(=O)Nc1cc(-c2nn(C)c(=O)c3ccccc23)ccc1OC	0.9	3	8	-7	101	8	4	5	0.0
CCC(C)(C)NC(=O)C(c1ccc(C)cc1)N(Cc1cccs1)C(=O)c1ccc2c(c1)OCCO2 (centres undefined)	1.0	5	4	6	104	5	2	5	0.1
O=S(=O)(c1ccc(Cl)c(C(F)(F)F)c1)N1CCN(CC(O)COc2ccccc2F)CC1 (centres undefined)	-4.3	4	0	15	98	11	0	2	0.1
CCN1CCN(c2nc(Nc3ccc(NC(C)=O)cc3)nc(Nc3ccc(NC(C)=O)cc3)n2)CC1	-9.3	3	0	2	98	7	-1	0	-0.1
CCCNC(=O)OC[C@H]1O[C@H](CCO/N=C(\C)CCN2CCc3nc(-c4ccccc4)c(-c4ccccc4)cc3C2)C=C[C@@H]1Oc1ccc(OC)cc1	6.1	0	2	-3	103	6	1	-9	0.4

Molecule	MEX-5 binding	BCLXL inh	EBNA-1 inhibitor	GLD-1 TGE inh	Yeast superoxide	ZTA DNA inh	Fam108B inh	MCL1-BIM inh	Efflux pump inh
Cc1n[nH]c(=O)nc1NCc1ccccc1	-0.6	0	8	7	104	3	4	2	0.0
Cc1ccc(C)c(OCc2cc(C(=O)N3CCN(C(=O)c4ccco4)CC3)no2)c1	3.1	1	5	-2	96	-3	4	5	0.0
CCOC(=O)C(=CNc1ccc(C(F)(F)F)cc1)C(=O)OCC	-0.7	-1	-8	-2	115	-2	-4	-1	0.2
O=C(CN1CCN(c2ccccc2)CC1)Nc1ccccc1Sc1ccccc1	1.1	-1	-19	6	117	-1	-2	0	0.7
COc1ccc(/C=N/NC(=O)Cc2cccs2)cc1	3.5	-1	0	-1	103	13	-1	6	0.2
COc1ccc(Cn2nnnc2C(c2ccc(N(C)C)cc2)N2CCC(C(N)=O)CC2)cc1 (centres undefined)	-1.1	5	-17	-6	90	1	-2	14	0.0
COc1ccc(NS(=O)(=O)c2ccc(C)c(C(=O)NC3CCN(Cc4ccccc4)CC3)c2)cc1	-2.1	9	4	-2	91	4	1	6	1.3
O=[N+]([O-])c1ccc(Sc2cc[n+]([O-])c3ccccc23)c([N+](=O)[O-])c1	-1.2	1	14	2	108	-1	4	-2	-0.1
NC(=S)Nc1ccc2cn[nH]c2c1	-2.2	5	-1	-2	102	-6	4	11	-0.1
CN(C)CCCNC(=O)c1cc(C(=O)c2ccc(F)cc2)c[nH]1	1.0	3	-7	-2	106	5	-9	-4	0.0
O=C(Cn1cc(C(=O)C2CC2)c2ccccc21)NC1CCCC1	0.9	10	-1	3	106	3	-3	5	-0.1
COc1cccc(CC2(CO)CCCN(S(=O)(=O)N(C)C)C2)c1 (centres undefined)	1.0	-2	1	-2	93	0	4	5	-0.1
COc1ccc(-c2[nH]c3ccccc3c2SCCN)cc1	-1.8	3	14	-1	96	5	2	1	0.0
CN1C(=O)CC[C@H]1c1cccnc1	-1.8	3	10	1	96	14	1	0	0.1
